High-throughput results (PubChem BioAssay)
TNAP act hiacc: TNAP activators at high phosphate acceptor level, primary screen, biochemical, luminescence, uHTS; purified TNAP, CDP-star luminescence, 1 M DEA, 30 min; stronger effect = higher value; 0 = EDTA background, 1 = DMSO-only activity; Alkaline phosphatase, tissue-nonspecific isozyme (Homo sapiens), P05186; 200,000 tested, under 10 active; activation factor at 20 µM;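 active means activation factor at least 2 at 20 µM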
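Control set: EDTA negative control, DMSO positive control / Assay system: human TNAP / Quantity: TNAP 1/800 final / Evaluation: TNAP activation factor scaled between EDTA and DMSO control wells / Measured by: luminescent substrate turnover signal / Compound dosing: one dose, 20 µM / Times: 30 min enzyme reaction at room temperature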
bIAP inhibitor: bovine intestinal alkaline phosphatase inhibitors, primary screen, selectivity assay for TNAP inhibitor project, biochemical, bovine IAP, CDP-star luminescence | inhibition, % at 20 µM | AID 1019, 2008 | purified bovine IAP, 30 min | 190,000 tested, under 10 active;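 active means over 50% inhibition of intestinal alkaline phosphatase at 20 µM in the single-dose screen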
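Assay system – bovine IAP enzyme · Quantity – bovine IAP at 1/65,000,000 final dilution · Detection – CDP-star luminescence signal · Times – 30 min reaction at room temperature · Also added – CDP-star substrate at 30 µM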
PPARg SRC2 recr: agonists of PPARg-SRC-2 recruitment, primary screen, biochemical, HTS | activation, % at 8 µM | PPARgamma LBD-SRC-2 recruitment | actives 0.34% (n = 200,000) | AID 1032, 2008; in the data active means activation above about 22%;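 further: 0% = vehicle and 100% = reference agonist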
PPARg SRC1 recr: PPARgamma agonists recruiting SRC-1 coactivator, primary screen, biochemical; Peroxisome proliferator-activated receptor gamma (Homo sapiens), P37231; activation, % at 8 µM; PPARgamma-SRC-1 coactivator recruitment biochemical assay; actives 0.41% (n = 200,000); AID 631, 2007; in the data active means activation above about 19%;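 further: 0% = DMSO and 100% = reference agonist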
STAT1 inh: STAT1 signaling inhibitors, primary screen, cell-based, HTS, luciferase reporter. inhibition, % at 5.5 µM. actives 0.35% (n = 200,000). NIH 3T3 STAT1-luciferase reporter, IFN-gamma, luminescence;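 active means inhibition above a set limit, the mean inhibition across all tested compounds plus 3 SD, cut at about 34% in these data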;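 further: 0% = IFN-gamma with DMSO and 100% = IFN-gamma with 300 µM nifuroxazide; values of inactives mirror those of a sister screen read the other way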
bIAP activator: bovine intestinal alkaline phosphatase activators, primary screen, biochemical, bovine IAP, CDP-star luminescence | alkaline phosphatase, intestinal [Bos taurus] | purified bovine IAP, 30 min; stronger effect = higher value; fold of DMSO-control signal, blank-subtracted | activation factor at 20 µM | actives 0.17% (n = 200,000) | AID 1016, 2008;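 active means activation factor of 2 or more at 20 µM, a signal rise over negative controls twice the positive control's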
PPARg SRC-3 ag: PPARgamma agonists recruiting SRC-3 coactivator, primary screen, biochemical; biochemical PPARgamma/SRC-3 coactivator recruitment assay; activation, % at 8 µM; actives 0.26% (n = 200,000); AID 731, 2007; in the data active means activation above about 23%;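 further: 0% = DMSO and 100% = reference agonist; some compounds past the cut are filed as inactive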
ROMK mod: ROMK potassium channel modulators, primary screen, cell-based, thallium flux, MLSMR library; Tet-inducible ROMK, thallium flux fluorescence; actives lie on both sides; ATP-sensitive inward rectifier potassium channel 1 (Homo sapiens), P48048; actives 2% (n = 130,000); B-score at 10 µM;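 active means signal ratio slope over the read window, or its plate-corrected B-score, at least 3 SD from the plate mean, either direction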;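 further: B-score of the F/F0 ratio slope over 7 to 12 s after thallium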
STAT3 inh: IL-6 driven STAT3 reporter inhibitors, primary screen, U3A cells, luciferase, luminescence, MLSCN library; AID 862, 2007; actives 0.89% (n = 190,000); IL-6 STAT3-luciferase reporter; host cell line lacks STAT1; inhibition, % at 5.5 µM;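 active means inhibition above the mean inhibition across all screened compounds plus 3 SD, cut at about 44% in these data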;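 further: 0% = DMSO only wells and 100% = 100 µM nifuroxazide control wells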
STAT3 act: IL-6 driven STAT3 reporter potentiators, primary screen, U3A cells, luciferase, luminescence, MLSCN library; activation (% of control), % at 5.6 µM; AID 871, 2007; IL-6 STAT3-luciferase reporter; 100% = signal with IL-6 EC80 alone; actives 0.91% (n = 190,000);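 active means activation above the screen-wide mean of compound activation plus 3 SD, cut at about 130% in these data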;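 further: 0% = background luminescence of wells with medium and substrate only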
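Material: STAT3-luciferase reporter U3A cells. Controls: IL-6-treated wells, 100% activation. Read-out: % activation versus median of IL-6-stimulated wells. Probe or stimulus: IL-6 stimulus at 33 ng/mL final. Timing: compound 1 h, then IL-6 6 h at 37 °C. Signal: reporter luminescence signal.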
SRC2 TRFRET art: TR-FRET signal artefacts, primary screen, artefact control for PPARgamma SRC-2 agonist project, biochemical; TR-FRET artefact counter-screen; stronger effect = higher value; TR-FRET ratio at 8 µM; actives 0.4% (n = 200,000); AID 1049, 2008; in the data active means TR-FRET ratio above about 2000; further: inactives centre near 1500
Numbers without * were called inactive; · = not tested or not shown.

SMILES	TNAP act hiacc	bIAP inhibitor	PPARg SRC2 recr	PPARg SRC1 recr	STAT1 inh	bIAP activator	PPARg SRC-3 ag	ROMK mod	STAT3 inh	STAT3 act	SRC2 TRFRET art
O=C(N/N=C\c1ccc(Sc2ccccn2)o1)c1cccc(F)c1	1	-3	9	6	-7	1	2	-0.94	12	96	1487
CCOc1ncccc1C(=O)Nc1ccc(F)cc1	1	6	-2	-2	-22	0.9	1	1.6	13	93	1704
CC1(C)CC(=O)C2=C(C1)OC(N)=C(C#N)C2CCc1ccccc1 (stereo unspecified)	1.1	14	2	-1	5	0.9	1	-5.1*	-10	112	1227
COc1ccc(CCNC(=O)NC2CCCCC2)cc1OC	1	0	9	0	-4	1	-1	·	2	102	1494
COc1ccc(CC2(CO)CCN(Cc3cnn(-c4ccccc4OC)c3)CC2)cc1	1.1	6	-16	-4	-5	0.9	-1	-0.27	8	104	1498
C=CCOc1nc(N2CCCC2)nc(N2CCCC2)n1	1	8	0	1	3	0.9	-3	·	-10	108	1440
O=C(Cc1ccccc1)N1CCN(S(=O)(=O)c2ccc([N+](=O)[O-])cc2)CC1	1	3	8	12	6	1	1	-0.28	-2	103	1596
COc1cccc(C(=O)CSc2nnc(-c3cccs3)o2)c1	1	-4	17	9	-2	1	5	·	14	91	1806
CN1/C(=C\C(=O)c2oc3ccccc3c2N)C(C)(C)c2ccccc21	1	9	10	-4	-11	0.9	-2	-0.3	24	83	1593
Cc1ccc(OC(=O)c2sc(Cl)nc2C)cc1C	1	-5	0	2	-7	1.1	4	·	0	101	1537
COc1ccccc1C(=O)Oc1ccc(C(C)C)cc1	1	11	3	-6	-1	0.9	0	0.33	-2	107	1350
CCOC(=O)C1=C(Nc2cccc(Cl)c2)OCC1=O	1.1	4	7	-5	2	1	-8	·	29	80	1640
CCCc1[nH]nc2c1C(Cc1ccccc1)C(C#N)=C(N)O2 (stereo unspecified)	1	-1	12	4	-8	1	2	-1.3	9	94	1602
Cn1cccc1C(C#N)(CC#N)c1cccc(F)c1C#N (stereo unspecified)	1	4	2	2	-8	1	4	0.7	8	97	1692
CCNC(=S)Nc1ccc(Cl)c([N+](=O)[O-])c1	1.1	4	2	2	0	1	0	-0.41	18	88	1593
CC(=O)c1c(C)[nH]c(C(=O)OCC(=O)NCCc2ccc(F)cc2)c1C	1.1	8	1	-2	8	0.9	2	·	7	98	1492
O=c1c2ccccc2c(-c2ccccc2)nn1Cc1ccc(Cl)cc1	1	16	-1	0	12	0.8	9	·	-5	105	1725
CN(Cc1ccccc1)C(=O)[C@H]1CCC(=O)N1Cc1ccco1	1	2	9	4	0	1	-12	·	1	100	1598
COc1ccccc1-c1nnc2sc(COc3ccccc3)nn12	1.1	6	5	2	-4	0.9	-4	-1.8	2	104	1462
O=C(O)c1[nH]c2ccc(Cl)cc2c1CC(=O)N1CCN(c2ccccc2)CC1	1.1	1	5	-2	-1	1	-5	·	-8	108	1640
COc1ccc(C(=O)NC(=S)NCc2ccco2)cc1OC	1	10	3	6	-6	0.9	8	·	5	101	1579
CCOc1ncccc1C(=O)Nc1ccc2c(c1)OCO2	1.1	2	5	5	-15	1	4	0.87	9	97	1640
COC(=O)Cc1c[nH]c2cccc(OCC(O)CN(Cc3ccccc3)C(C)C)c12 (stereo unspecified)	1	31	5	8	5	0.7	10	-2.7	9	95	1684
CN(C(=S)SCc1ccccc1)C1CCS(=O)(=O)C1 (stereo unspecified)	1	7	-3	3	7	0.9	-6	·	5	99	1560
OC(CNCC1(N2CCCCC2)CCCCC1)COc1ccc(Cl)cc1Cl (stereo unspecified)	1.1	-29	-3	0	1	1.3	3	-3.9*	2	100	1526
Cc1ccccc1-n1c(C)cc(/C=N/Nc2ccc([N+](=O)[O-])cn2)c1C	0.8	21	0	4	-30	0.8	-2	-0.092	-24	121	1482
O=C(c1ccccc1Sc1c(Cl)cccc1[N+](=O)[O-])N1CCOCC1	1	1	-1	0	10	1	2	0.38	-1	102	1500
COc1ccc(N2CCN(S(=O)(=O)c3ccc(OC)cc3)CC2)cc1	1	13	1	1	3	0.9	-2	·	6	97	1560
COc1cc(/C=C2/NC(=O)N(Cc3ccccc3F)C2=O)ccc1O	0.9	20	11	8	-19	0.8	6	-0.98	20	86	1608
CC(C)NC(=O)CSc1nnc(-c2ccc(C(C)(C)C)cc2)n1C	1	8	7	3	-2	0.9	-6	-0.19	10	91	1544

Ordered by value in STAT1 inh (smallest number first): five of the compounds above.
structure	TNAP act hiacc	bIAP inhibitor	PPARg SRC2 recr	STAT1 inh	bIAP activator	PPARg SRC-3 ag	ROMK mod	STAT3 act
COc1cc(/C=C2/NC(=O)N(Cc3ccccc3F)C2=O)ccc1O	0.9	20	11	-19	0.8	6	-0.98	86
CCOc1ncccc1C(=O)Nc1ccc2c(c1)OCO2	1.1	2	5	-15	1	4	0.87	97
COc1ccc(C(=O)NC(=S)NCc2ccco2)cc1OC	1	10	3	-6	0.9	8	·	101
CC(C)NC(=O)CSc1nnc(-c2ccc(C(C)(C)C)cc2)n1C	1	8	7	-2	0.9	-6	-0.19	91
COc1ccc(N2CCN(S(=O)(=O)c3ccc(OC)cc3)CC2)cc1	1	13	1	3	0.9	-2	·	97

Next part:
SMILES	TNAP act hiacc	bIAP inhibitor	PPARg SRC2 recr	PPARg SRC1 recr	STAT1 inh	bIAP activator	PPARg SRC-3 ag	ROMK mod	STAT3 inh	STAT3 act	SRC2 TRFRET art
COc1cccc(OCCCOc2ccccc2C(C)C)c1	1	9	3	0	4	0.9	2	0.35	-1	107	1501
Cc1ccc2[nH]c(C(=O)NN=C3CCCCC3)c(-c3ccccc3)c2c1	1.1	-9	-2	4	0	1.1	1	-0.63	-4	107	1644
O=C(O)c1ccccc1C(=O)NCc1ccccc1	1	0	3	6	2	1	-3	-0.24	-3	104	1506
COc1ccc(N2C(=O)CC(N(CCc3ccccc3)C(=O)/C=C/C(=O)O)C2=O)cc1 (stereo unspecified)	1	10	5	4	-3	0.9	3	0.53	8	95	1543
CC(=O)N(Cc1cc(=O)[nH]c2ccccc12)c1ccc(C)cc1	1.1	9	-9	7	-2	0.9	0	·	-16	118	1546
CCN(CC)S(=O)(=O)c1ccc(O)c(C(=O)OCC(=O)Nc2ccc(OC(F)(F)F)cc2)c1	1	2	4	4	22	1	3	-0.1	5	96	1506
COC(/C=C/Nc1ccc(Br)cc1)=C(C#N)C#N	1	4	3	-3	1	1	12	-1.2	-16	120	1574
Cc1ccccc1-n1c(C)nnc1SCC(=O)NNC(=O)c1ccccc1	1	·	5	5	-4	0.4	-6	·	1	102	1489
CCn1c(SCC(=O)O)nnc1-c1ccccc1	1.1	3	4	-5	15	1	-3	0.64	3	104	1609
CCOc1ccc(/C(O)=C2/C(=O)C(=O)N(CCN(C)C)C2c2ccccc2)cc1Cl (stereo unspecified)	1	22	13	7	-7	0.8	-4	-0.12	6	91	1758
CCOC(=O)c1c(NC(C)=O)sc2c(O)c(Br)cc(Br)c12	1	-17	4	1	-10	1.2	-1	0.63	10	95	1562
O=C(c1ccc(S(=O)(=O)Cc2ccccc2Cl)c([N+](=O)[O-])c1)N1CCN(c2ccccn2)CC1	1	1	13	8	15	1	5	-0.69	24	85	1670
c1ccc(NC(=NCc2ccco2)c2ccccc2)cc1	1	17	-2	-6	7	0.8	0	·	-4	108	1624
CCCn1c(=N)n(CC(=O)O)c2ccccc21	·	·	1	2	7	·	-2	-0.4	-2	105	1573
Cc1ccsc1C1C(C#N)=C(N)N(N(C)C)C2=C1C(=O)CC(C)(C)C2 (stereo unspecified)	1	-8	-7	-4	5	1.1	3	-0.041	-2	103	1338
c1ccc(Cc2nn3c(C4COc5ccccc5O4)nnc3s2)cc1 (stereo unspecified)	1	12	-3	-7	-5	0.9	-24	·	-41	135*	1407
O=C(COC(=O)c1cccnc1Cl)Nc1cc(S(=O)(=O)N2CCCCC2)ccc1Cl	1	-5	8	0	20	1	5	-0.41	12	92	1508
CC[C@H](C)[C@@H]1NC(=O)c2cc([N+](=O)[O-])cc(F)c2OCC[C@@H](C(N)=O)NC(=O)[C@H](CCCCN)NC1=O	1	6	4	2	-4	0.9	5	0.55	-6	103	1589
c1ccc(-c2ncc(CSc3nncn3-c3ccccc3)s2)cc1	1.1	12	6	3	2	0.9	-1	-1.8	12	93	1493
CCOc1cc(/C=N/n2nnnc2N)ccc1OCc1c(C)no[n+]1[O-]	1	9	14	0	3	0.9	5	0.023	6	93	1659
COc1cc(/C=C2/C(=N)N3OC(C)=CC3=NC2=O)ccc1OC(=O)c1ccco1	1	-7	-5	1	-1	1.1	5	·	2	101	1372
Cc1ccc(C)c(CSc2nnc([C@@H](N)C(C)C)o2)c1	1.1	-3	4	1	-4	1	-2	·	8	97	1646
COc1cccc(C(=O)C[n+]2ccccc2/C=N/O)c1	1	-47	1	-1	-8	1.5	-5	-0.67	-3	105	1376
COC(=O)c1c(NC(=O)c2ccc(Br)o2)sc(C)c1C	1.1	36	-6	4	-2	0.6	-7	·	-35	131	1566
CCC(=O)c1ccc(OCCn2cncn2)cc1	0.9	14	8	1	6	0.9	12	·	8	95	1605
COc1ccc(CNCCNC(=O)c2ccco2)c(OC)c1OC	1	8	0	3	-2	0.9	4	-0.026	4	102	1560
CC(C)CC(=O)Nc1ccc2oc(-c3cccnc3)nc2c1	1	9	5	5	-26	0.9	5	·	10	96	1490
Cc1c(NC(=O)c2ccccc2NS(=O)(=O)c2ccc(F)cc2)c(=O)n(-c2ccccc2)n1C	1	7	6	0	4	0.9	4	·	3	102	1306
CCOc1ccc(N(CC(=O)NN=C2CCN(C)CC2)S(C)(=O)=O)cc1	1	-1	2	-1	1	1	-4	-0.21	-8	105	1579
Cc1cccc(-n2c(-c3csc4ccccc34)n[nH]c2=S)c1	1	2	2	10	11	1	5	·	11	93	1508
Cc1[nH][nH]c(=O)c1C(c1c(C)[nH][nH]c1=O)c1cn(Cc2cccc3ccccc23)c2ccccc12	0.8	2	8	4	-2	1	-4	-2.7*	-1	105	1517

A few values from the list:
For bIAP inhibitor, Cc1c(NC(=O)c2ccccc2NS(=O)(=O)c2ccc(F)cc2)c(=O)n(-c2ccccc2)n1C is listed with 7
For bIAP inhibitor, CCC(=O)c1ccc(OCCn2cncn2)cc1 is listed with 14
